# Assay outcomes: PubChem BioAssay, Sanford-Burnham Center for Chemical Genomics
# APJ antagonist: antagonists of human apelin receptor APJ, primary screen, CHO-K1 cells, beta-arrestin complementation, luminescence; P35414; inhibition, % at 20 µM; actives 0.32% (n = 330,000);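 active = inhibition above about 40% at 20 µM, limit read from the data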;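 also: cells challenged with 10 nM apelin-13 agonist together with compound; plate controls were apelin-13 plus DMSO wells for no effect and DMSO wells lacking apelin-13 for full effect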
# Target sequence (P35414 whole entry, looked up): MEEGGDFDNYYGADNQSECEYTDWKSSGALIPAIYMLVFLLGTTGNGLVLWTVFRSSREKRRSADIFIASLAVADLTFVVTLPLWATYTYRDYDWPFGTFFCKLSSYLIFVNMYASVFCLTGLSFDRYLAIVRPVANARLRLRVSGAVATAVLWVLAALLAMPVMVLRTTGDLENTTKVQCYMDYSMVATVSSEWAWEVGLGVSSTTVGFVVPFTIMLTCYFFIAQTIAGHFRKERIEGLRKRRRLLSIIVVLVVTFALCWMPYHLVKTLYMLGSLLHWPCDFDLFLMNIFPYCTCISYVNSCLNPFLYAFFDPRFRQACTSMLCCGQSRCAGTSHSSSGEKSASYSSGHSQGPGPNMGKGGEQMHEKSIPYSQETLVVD
# MPTP inh: mitochondrial permeability transition pore inhibitors, primary screen, biochemical, isolated mouse mitochondria, absorbance. Ca2+ swelling absorbance, 30 min. inhibition, % at 10 µM. actives 1.4% (n = 360,000);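 active = inhibition of 50% or more, scaled per plate between neutral and stimulator controls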;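 also: 0% = DMSO wells given calcium and 100% = 1 mM EGTA wells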
# GRIN3A LBD mod: binders of NR3A ligand-binding domain, primary screen, biophysical, differential scanning fluorimetry, uHTS; actives 2.5% (n = 340,000); AID 1259313, 2017; Tm shift relative to glycine control, % at 25 µM; Glutamate receptor ionotropic, NMDA 3A (GRIN3A) ligand-binding domain; NR3A LBD differential scanning fluorimetry, Tm shift; 0% = protein alone, 100% = glycine-bound protein;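 active = melting temperature shift of at least 10% of the positive control shift, at one fixed dose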
# beta cell repl: inducers of MIN6 beta-cell proliferation, primary screen, ATP luminescence, uHTS; proliferation, % at 10 µM; MIN6 cells proliferation, ATPlite luminescence, 48 h; cells starved in 0.2% serum; 100% = growth in 10% serum; AID 2380, 2010; actives 0.29% (n = 330,000);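 active = compounds whose signal lies at least 3.5 SD above the mean of all wells on their plate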;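 also: 0% = DMSO-treated cells in low-serum medium and 100% = 10% serum control; some compounds called inactive have numbers as strong as hits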
# TIM10 inh: growth inhibitors of isogenic TIM10 control yeast, primary screen, counter-screen for tim10-1 yeast inhibitor project, luminescence, uHTS; actives 1.4% (n = 330,000); AID 463195, 2010; inhibition, % at 10 µM; S. cerevisiae TIM10 strain growth, BacTiter-Glo luminescence, 24 h;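 active = inhibition of 40% or more at the single tested concentration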;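 also: wild-type TIM10 isogenic control strain grown at permissive 25 °C; 0% = DMSO yeast wells and 100% = minimal medium wells without yeast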
# tim23-1 inh: growth inhibitors of tim23-1 mutant yeast, primary screen, luminescence, uHTS; AID 463212, 2010; S. cerevisiae tim23-1 growth, BacTiter-Glo luminescence, 24 h; inhibition, % at 20 µM; actives 1.3% (n = 330,000);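 active = growth inhibition of the mutant yeast at or above 50%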;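 also: temperature-sensitive mutant grown at 25 °C; plate controls were DMSO-treated mutant yeast for no effect and medium wells lacking yeast for full effect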
# NLRP3 yeast inh: NALP3 inflammasome inhibitors in reconstituted yeast, primary screen, luminescence, uHTS. Yeast reconstituted NLRP3/ASC/caspase-1, beta-gal luminescence, 24 h. inhibition, % at 10 µM. actives 0.39% (n = 330,000). AID 2825, 2010;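 active = inhibition of 50% or more; inactive = inhibition below 50%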;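 also: plate controls were induced DMSO wells for no effect and uninduced yeast grown without galactose for full effect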
# tim10-1 inh: growth inhibitors of tim10-1 mutant yeast, primary screen, luminescence, uHTS; inhibition, % at 20 µM; actives 2.2% (n = 330,000); S. cerevisiae tim10-1 ts strain growth, BacTiter-Glo, 24 h;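 active = inhibition of at least 40%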;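 also: mutant grown at 25 °C; 0% = DMSO wells with yeast and 100% = wells holding no yeast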
# APJ agonist: agonists of human apelin receptor APJ, primary screen, CHO-K1 cells, PathHunter beta-arrestin, luminescence. 0% DMSO wells, 100% apelin. activation, % at 20 µM. AID 2520, 2010. P35414. actives 0.11% (n = 330,000);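 active = activation more than six SD over the plate average, tested at 20 µM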;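 also: 0% = DMSO alone and 100% = apelin-13 at 10 nM; some results filed as inactive read as strong as hits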
#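 Assay system: CHO-K1 cells stably expressing ProLink-tagged human APJ and arrestin–beta-gal acceptor. Compound dosing: 20 µM single point, 1% DMSO. Times: 16-18 h seeding, 90 min dark compound exposure, 60 min detection. Detection: beta-gal luminescence. Evaluation: APJ–arrestin association signal. Controls: negative DMSO alone, positive Apelin-13 at 10 nM.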
# The depositor's hits bear a star; . = no result given.
molecule	APJ antagonist	MPTP inh	GRIN3A LBD mod	beta cell repl	TIM10 inh	tim23-1 inh	NLRP3 yeast inh	tim10-1 inh	APJ agonist
Cc1ccnc(N(C(=O)Nc2ccccc2)C2=NCC(C)(C)S2)c1	5	-1.5	3	-5	23	9	2	11	-2
CCCn1c(SCC(=O)N2c3ccccc3CC2C)nnc1-c1ccco1 (stereo unspecified)	15	-1.4	3	-2	-1	5	13	7	-3
COc1ccc(-c2nnc(NC(=O)c3ccccc3[N+](=O)[O-])s2)c(OC)c1	15	0.6	-1	-4	-30	-12	-1	-14	-4
COc1ccc(S(=O)(=O)N(C)CC(=O)Nc2cccc(C(C)=O)c2)cc1C	11	-0.1	1	-3	-16	4	13	29	0
O=S(=O)(NC1=NCCC1)c1ccc(F)cc1	-4	-1.5	-2	-1	-18	10	-6	4	0
NNC(=O)CSc1c(-c2ccccc2)c2cc(Cl)ccc2[nH]c1=O	11	-0.5	-2	-5	1	16	20	16	-2
S=c1[nH]nc(COc2ccccc2)n1/N=C/c1ccc(Cl)c(Cl)c1	-7	2.3	9	0	2	-7	30	23	-4
CC(C(=O)NN)c1ccc([N+](=O)[O-])cc1 (stereo unspecified)	8	1.1	0	1	14	-1	-2	9	-3
COc1ccc(S(=O)(=O)NCC(=O)N(CC(=O)NC(C)(C)C)Cc2cccs2)cc1	-15	0.3	2	-3	-10	6	18	6	-3
O=C(CCc1ccccc1)Nc1ccc(NC(=O)C2CC2)nc1	12	-1.2	-10	0	-4	12	12	18	2
COc1ccc(C)cc1NC(=O)CCNC(=O)Cn1ccc2ccccc2c1=O	-8	-0.3	0	-3	2	-4	22	-17	-1
Oc1ccc(Cl)cc1/C=C/c1ccc2cccc(O)c2n1	-71	14	30*	-5	64*	58*	9	35	1
Cc1cccc(N/C(N)=N/c2nc(CSc3ccc(Cl)cc3)cc(=O)[nH]2)c1	-12	.	0	-5	-2	1	4	2	0
O=C(c1cnc2sccn2c1=O)N1CCCc2ccccc21	-1	-1.7	-3	-1	0	0	4	-7	-6
Cc1cc(NC(=O)COC(=O)CCS(=O)(=O)c2cc(Cl)ccc2Cl)no1	10	-0.7	-1	-2	4	11	17	-7	2
COc1ccc2nc(NC(=O)C3CCCN(S(=O)(=O)c4cccs4)C3)sc2c1 (stereo unspecified)	3	-2.2	-5	-2	14	43	18	38	-1
O=C(Nc1nnc(-c2ccco2)o1)c1ccc(S(=O)(=O)N2CCOCC2)cc1	17	-0.1	-2	1	-12	-8	19	11	-1
O=C(Cc1c(F)cccc1Cl)Nc1ccc(S(=O)(=O)Nc2nccs2)cc1	3	0.1	-7	1	-14	1	10	-8	-1
O=C(CCC(=O)N1CCOc2ccc(Cl)cc21)N1CCN(c2ccccn2)CC1	6	-0.6	3	-1	-1	27	-1	5	-3
COc1cc(C)ccc1OCc1cc(C(=O)N2CCC(c3ccc(F)cc3)C2)no1 (stereo unspecified)	12	1.9	-3	-3	19	33	30	41*	2
CN(C)S(=O)(=O)c1ccc(Cl)c(NC(=O)COC(=O)c2cc(-c3ccccc3)nc3ccccc23)c1	11	2.2	-1	-1	15	17	0	6	2
O=C1N=c2ccccc2=C1c1sc(=S)n(NC(=O)c2ccccc2)c1O	-8	23	31*	-1	7	18	26	17	4
COC(=O)c1cnc2ccccc2n1	-7	-1.7	0	0	-8	11	7	3	1
COCCNC(=O)Cn1nc(Cc2ccncc2)c2ccccc2c1=O	-6	0.1	-10	-2	-14	-10	1	3	-5
Nc1cc(N)nc(SCC(=O)NC(=O)NC2CCCC2)n1	1	0.0	2	-1	5	8	14	-6	-1
CC(C)(C)NC(=O)C(Cc1ccccc1)N1C(=O)c2ccccc2C1=O (stereo unspecified)	7	-0.3	-1	-4	9	36	21	14	-4
Nc1ccccc1-c1ccccc1N	12	0.7	0	0	7	4	-3	10	-2
Cc1ccc(S(=O)(=O)NCc2ccncc2)cc1C	-20	77*	0	-6	-11	-3	-18	-1	0
Cc1ccc(NC(=O)CCSc2nnc(Cc3ccccc3)o2)cc1	-6	1.3	0	0	17	17	22	13	1
O=C(CSC1=NS(=O)(=O)c2ccccc2N1)Nc1nccs1	-5	-0.9	1	-3	1	2	7	-8	0
Cc1ccc(NC(=O)c2csc3c2CCCC3)cc1	4	33	-11	-3	20	34	26	37	-1
CNC(=O)CSc1nc(N)c2c3c(sc2n1)CCC3	6	-1.1	1	-2	-14	-2	15	17	-2
CCOc1ccccc1Oc1coc2cc(O)ccc2c1=O	11	1.9	1	0	-6	9	-1	28	-4
Cc1ccc2nc(-c3ccccc3)c(NC(=O)c3ccco3)n2c1	16	5.8	1	-1	1	3	3	2	0
Cc1ccc(S(=O)(=O)c2nc(-c3ccco3)oc2N2CCC(C)CC2)cc1	-9	0.5	-1	-4	0	32	16	20	-4
Cc1cc(C)c2[nH]c(=O)c(C(c3nnnn3Cc3ccc4c(c3)OCO4)N3CCC(C)CC3)cc2c1 (stereo unspecified)	-4	-0.8	1	-4	6	18	5	26	-1
Cc1cc(-c2ccc(Cl)cc2)n2nc(C)cc2n1	27	-0.7	-2	0	-5	27	6	19	-5
C/C(=N\OCC(=O)OCC(=O)N(C)c1ccccc1)c1ccc2c(c1)OCO2	4	-3.7	-1	-1	14	22	21	29	-2
Cn1cccc1C(=O)N1CCN(S(=O)(=O)c2ccccc2)CC1	-59	-0.8	0	-1	23	24	14	12	8
CCOc1ccc(CCNC(=O)c2sc3nc4n(c(=O)c3c2C)CCC4)cc1	7	1.5	0	0	-1	1	7	11	-4
Cc1cc(NC(=O)CC(C)C)c(=O)n(Cc2ccccc2F)c1	-13	0.4	5	-2	-15	2	14	-1	-1
COc1ccc(Cl)cc1-n1c(=S)sc2c(=O)[nH]c(SCC(=O)NCC3CCCO3)nc21 (stereo unspecified)	-1	-1.1	-8	1	7	8	-5	11	-4
N#Cc1nc(-c2ccc(Cl)cc2)oc1NCCc1ccccn1	-4	2.9	1	0	6	14	9	9	6
O=c1[nH]cnc2c1sc1nc(-c3ccccc3)c3c(c12)CCCC3	-10	14	-33	-1	14	1	6	25	-5
O=c1c(-c2nnc(SCc3ccc(Cl)cc3)o2)cccn1Cc1ccccc1	18	21	-11	-4	14	38	16	46*	-1
CC(C(=O)N(C)C)N(C#N)c1nc(N(C)C)nc(N(C)C)n1 (stereo unspecified)	14	-3.7	-2	0	2	-10	11	-3	0
CCOC(=O)C(=CNc1ccc(N2CCOCC2)cc1)C(=O)OCC	10	0.2	-1	-1	10	6	16	4	1
O=C(NNC(=O)c1ncc(Cl)c(Cl)c1Cl)c1ccc(F)cc1	9	0.7	-1	-7	-2	-4	16	1	-8
O=C(CNS(=O)(=O)c1ccc2ccccc2c1)OCc1csc(-c2ccccc2)n1	-5	-0.3	-3	-3	16	44	9	32	7
CCOc1ccccc1C(=O)Nc1cc(C)ccc1NC(=O)c1ccco1	2	-0.3	1	3	8	33	23	32	-5

# Brought forward from above: 2 compounds, then new ones.
molecule	APJ antagonist	MPTP inh	GRIN3A LBD mod	beta cell repl	TIM10 inh	tim23-1 inh	NLRP3 yeast inh	tim10-1 inh	APJ agonist
O=C(CNS(=O)(=O)c1ccc2ccccc2c1)OCc1csc(-c2ccccc2)n1	-5	-0.3	-3	-3	16	44	9	32	7
CCOc1ccccc1C(=O)Nc1cc(C)ccc1NC(=O)c1ccco1	2	-0.3	1	3	8	33	23	32	-5
CC(C)OC(=O)c1cc(Cl)c(=O)n(Cc2ccc(Cl)cc2Cl)c1	7	0.2	3	-3	-2	35	10	25	-4
Cn1nnnc1SCC(=O)NC1CCCc2ccccc21 (stereo unspecified)	-9	-3.5	0	-1	8	-10	23	3	-3
COc1cc(/C=N/NC(=O)CCc2c(C)n[nH]c2C)cc(OC)c1OC	5	0.5	-2	-3	-6	20	13	-1	1
Cc1ccccc1N1C(=O)C(Cl)=C(N2CCN(c3ccccc3)CC2)C1=O	-24	0.2	-1	-2	6	-25	14	-14	2
O=C(NCc1ccc2c(c1)OCO2)c1cc(-c2cc(Cl)ccc2O)n[nH]1	-20	64*	11*	-4	-17	-11	-5	2	0
C=C(C)COc1ccc(-c2nc(N)nc(C(F)(F)F)c2-c2ccc(OC)cc2)c(O)c1	0	2.0	6	-5	22	30	11	36	-4
O=c1cc(-c2ccccc2)nc2c(-c3ccccc3)c(C(F)(F)F)[nH]n12	-16	64*	8	-4	-3	3	19	-5	4
CNC(=O)c1[nH]cnc1C(=O)Nc1ccccn1	4	-0.4	3	-2	-12	-12	6	-24	-1
COc1cc(C(=O)Nc2nnc(CC(C)C)s2)c([N+](=O)[O-])cc1OC	9	-0.2	-3	-4	2	2	-5	27	-4
CC1=C(C(=O)OC(C)C)C(c2cccs2)NC(=O)N1 (stereo unspecified)	1	0.0	0	-1	1	10	-1	0	0
COc1ccc(C(=O)C2CCCN(C(=O)c3cccs3)C2)cc1F (stereo unspecified)	10	-0.8	1	3	-10	-2	3	-5	0
CCc1ccc(OC)c(S(=O)(=O)NCCOc2ccccc2)c1	14	1.1	-1	-1	10	33	16	17	-6
Nc1nc(-c2ccccc2)c(N=Nc2ccccc2Cl)s1	40	12	3	-3	38	26	37	55*	-9
Cc1oc(C(=O)O)cc1COc1cccc2ccccc12	20	0.7	2	-2	-3	10	24	9	-3
COc1ccc(-c2csc(N(CCCN(C)C)C(=O)c3cc(OC)c(OC)c(OC)c3)n2)cc1	4	-0.3	2	-2	6	-12	3	2	-5
CCOC(=O)c1sc(N)nc1-c1ccccc1	-14	0.3	-1	1	13	12	13	11	-2
O=C(CCC1CCCC1)Nc1cc(C(F)(F)F)ccc1N1CCOCC1	-10	0.6	-3	-2	14	20	31	24	7
CCOC(=O)c1c(NC(=O)CSc2nnc(-c3cccc(C)c3)n2CC)sc(C(C)=O)c1C	18	7.3	-2	-1	4	23	5	13	2
O=C(CC1CCCCC1)OCn1nnc2ccccc2c1=O	20	-1.2	3	2	18	32	27	35	-5
CCC(C)NS(=O)(=O)c1cc2c3c(c1)CCN3C(=O)CC2 (stereo unspecified)	6	-0.2	0	-3	5	-6	-2	-3	-2
Cc1cc(C)c(NC(=O)CS(=O)CC(=O)Nc2ccc(F)cc2F)c(C)c1 (stereo unspecified)	3	-0.1	-1	-1	1	-2	-12	3	-6
COc1ccc(OC)c(CNS(=O)(=O)c2cc(CN3C(=O)c4cccnc4C3=O)ccc2OC)c1	6	-1.8	-1	1	-5	0	2	7	5
COc1ccc(-n2c(C)n[nH]c2=O)cc1OC	6	-1.1	-1	-1	-21	0	2	-4	0
CCCN1CCC(=O)N(CCO)CC1	-55	-2.3	-1	0	-4	-6	-7	-32	4
CN1CCN(C(=O)c2cc3ccccc3cc2O)CC1	9	-0.8	1	-1	-3	-4	5	-6	-3
